# High-throughput results as filed in PubChem BioAssay.
# TEAD-YAP block – TEAD-YAP interaction inhibition | 1.4% of 640,000 active | inhibition, % at 9.12 µM | HEK-TIYL cells, TEAD-Gal4/YAP UAS-luciferase luminescence; in the data active means inhibition above about 32%;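 further: 0% = median of test compound wells and 100% = reference inhibitor wells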
# FBW7 activator – activators of human E3 ligase FBW7 | AlphaScreen FBW7–phospho-cyclin E peptide binding, activator screen | Q969H0 | 0.13% of 650,000 active | normalized activity (activation), % at 26.1 µM; in the data active means normalized activity above about 1.9%;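 further: purified mutant Fbw7 with reduced substrate affinity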
# MITF inh – inhibitors of human MITF; AlphaScreen MITF homodimerization, bead proximity signal; AID 1259374; inhibition, % at 2.6 µM; 0.91% of 650,000 active; in the data active means inhibition above about 50%;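 further: 0% = vehicle wells with protein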
# Target sequence (O75030 whole entry, looked up): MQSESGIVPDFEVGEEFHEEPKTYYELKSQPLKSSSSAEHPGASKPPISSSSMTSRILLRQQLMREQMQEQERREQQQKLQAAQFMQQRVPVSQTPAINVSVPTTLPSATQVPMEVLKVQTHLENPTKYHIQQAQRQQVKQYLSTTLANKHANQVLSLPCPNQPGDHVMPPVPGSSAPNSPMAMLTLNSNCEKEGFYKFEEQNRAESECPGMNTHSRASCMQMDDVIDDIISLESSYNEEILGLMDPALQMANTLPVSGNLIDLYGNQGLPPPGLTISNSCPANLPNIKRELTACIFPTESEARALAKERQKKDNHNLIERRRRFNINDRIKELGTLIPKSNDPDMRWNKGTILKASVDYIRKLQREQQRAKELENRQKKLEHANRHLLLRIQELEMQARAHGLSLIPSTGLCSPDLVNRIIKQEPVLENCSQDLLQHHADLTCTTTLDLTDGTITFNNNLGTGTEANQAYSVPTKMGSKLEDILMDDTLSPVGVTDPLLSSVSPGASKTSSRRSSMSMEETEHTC
# GPR151 activ – activates the human receptor GPR151 | activation, % at 11.2 µM | 1% of 650,000 active | PathHunter beta-arrestin GPR151 cells, luminescence | Q8TDV0; in the data active means activation above about 4.9%;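 further: 0% = median of compound wells and 100% = cells with positive control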
# Target sequence (Q8TDV0 whole entry, looked up): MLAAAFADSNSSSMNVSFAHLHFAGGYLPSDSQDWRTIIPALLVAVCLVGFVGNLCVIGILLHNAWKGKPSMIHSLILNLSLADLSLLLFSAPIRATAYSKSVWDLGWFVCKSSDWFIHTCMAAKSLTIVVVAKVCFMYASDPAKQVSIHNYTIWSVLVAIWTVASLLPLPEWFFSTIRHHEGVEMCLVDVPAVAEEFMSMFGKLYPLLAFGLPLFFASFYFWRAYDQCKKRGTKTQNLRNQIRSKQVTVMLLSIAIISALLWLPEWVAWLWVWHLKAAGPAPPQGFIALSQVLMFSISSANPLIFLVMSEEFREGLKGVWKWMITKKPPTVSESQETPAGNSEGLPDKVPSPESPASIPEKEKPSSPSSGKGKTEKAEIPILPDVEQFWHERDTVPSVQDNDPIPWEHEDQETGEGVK
# An asterisk follows results filed as active; & = joins results of further samples.
# Value order – TEAD-YAP block	FBW7 activator	MITF inh	GPR151 activ
COc1ccc([N+](=O)[O-])cc1C1=N/C(=C\c2sccc2C)C(=O)O1
  -5	0.0	-4	-2.2
Cc1cc(Oc2nc3ccccn3c(=O)c2/C=C(\C#N)C(N)=O)ccc1Cl
  -10	0.1	14	-6.4
COc1cc2ccccc2cc1C(=O)Nc1nc2c(s1)CN(Cc1ccccc1)CC2
  2	0.0	1	0.1
CC(C)n1c(NN)nc2c1c(=O)n(C)c(=O)n2C
  2	-0.3	-4	0.1
CCCOc1ccc(C2C(=O)N(C3CCC(C)CC3)CC(=O)N2Cc2ccc3c(c2)OCO3)cc1OC (stereo not given)
  2	0.1	5	0.6
CCCCCn1c(SCC(=O)c2ccccc2)nc2cc(C(=O)N3CCN(C(=O)OCC)CC3)ccc2c1=O
  -2	0.1	-1	1.1
C=C(C)CSC1=C(C#N)C2(CCCCC2)C(C#N)C(=O)N1 (stereo not given)
  10	0.0	12	0.0
Nc1cc(C(=O)OCC(=O)Nc2cccc3ccccc23)ccc1Cl
  5	0.2	11	0.6
C=CCN=Cc1c(NCC=C)nc2ccc(C)cn2c1=O
  0	0.1	6	2.6
NNC(=O)c1cc(-c2ccccc2)nc2nc(N3CCCC3)sc12
  -1	0.2	5	1.0

# Of the compounds above, 5 contain four or more nitrogen atoms.
# Value order – TEAD-YAP block	FBW7 activator	MITF inh	GPR151 activ
Cc1cc(Oc2nc3ccccn3c(=O)c2/C=C(\C#N)C(N)=O)ccc1Cl
  -10	0.1	14	-6.4
CC(C)n1c(NN)nc2c1c(=O)n(C)c(=O)n2C
  2	-0.3	-4	0.1
CCCCCn1c(SCC(=O)c2ccccc2)nc2cc(C(=O)N3CCN(C(=O)OCC)CC3)ccc2c1=O
  -2	0.1	-1	1.1
C=CCN=Cc1c(NCC=C)nc2ccc(C)cn2c1=O
  0	0.1	6	2.6
NNC(=O)c1cc(-c2ccccc2)nc2nc(N3CCCC3)sc12
  -1	0.2	5	1.0

# Next part:
# Value order – TEAD-YAP block	FBW7 activator	MITF inh	GPR151 activ
O=C(Cc1ccccc1)Nc1ccc(NC(=O)Cc2ccccc2)cc1
  10	0.1	-10	-0.3
Cc1cccc(NC(=O)CCNc2c(N3CCCC3)c(=O)c2=O)c1C
  -2	0.0	7	-1.4
CSc1ccccc1NC(=O)c1cc2c(=O)oc3ccccc3c2s1
  4	-0.1	3	0.9
C[C@@H]1C[C@@H](CC(=O)NCC2Cc3cccc(-c4cncc(C(N)=O)c4)c3O2)NC(=S)N1 (stereo not given in full)
  21	-0.1	1	1.7
CCCCCCc1nnc(NC(=O)c2ccc(F)cc2)s1
  0	0.1	-13	0.4
Cc1ccc(C(c2ccc(C)o2)c2ccc(-c3ccc(Br)cc3)o2)o1
  -7	0.3	8	0.5
COC(=O)c1ccc(NC(=O)CN(c2ccccc2Br)S(C)(=O)=O)cc1
  21	-0.2	3	-1.7
CC(=O)C(C)Sc1nc2c(c(=O)[nH]c(=O)n2C)n1CC(O)COc1ccccc1C (stereo not given)
  17	-0.1	9	-0.2
Cc1ccc(NC(=O)c2cnn3c(C(F)(F)F)cc(-c4ccc(C)cc4)nc23)cc1
  5	1.1	3	-1.6
Nn1c(SCC(=O)Nc2cc(C(F)(F)F)ccc2Cl)nnc1-c1ccco1
  0	0.0	0	-1.9
O=C(NC(=S)Nc1cccc(NC(=O)c2ccco2)c1)c1ccccc1
  -22	0.0	-2	0.1
COc1ccc(Br)cc1/C=N/NC(=O)CNc1ccccc1C
  -4	-0.1	-7	0.1
COc1ccc(C)cc1S(=O)(=O)NCCc1c(C)[nH]c2ccc(F)cc12
  -1	0.0	13	0.6
Nc1ccc(NS(=O)(=O)c2ccc3c(c2)OCCO3)cc1
  5	0.1	2	-0.9
COC(=O)Cc1c(C)c2ccc(OCC(=O)NC3CC3)cc2oc1=O
  5	1.3	5	-0.6
Nc1c(C(=O)NCc2ccc3c(c2)OCO3)nnn1-c1ccccc1
  -14	0.1	9	0.4
COc1cccc(CCNC(=O)C2CC23CCN(C(=O)C2(c4ccccc4)CC2)CC3)c1 (stereo not given)
  -2	-0.3	3	-0.2
O=C(c1cccc(OC2CCN(C3CSCCSC3)CC2)c1)N1CCCC1
  -17	0.2	20	1.5
O=C(NCC1(c2cccs2)CC1)c1ccc(Br)o1
  8	0.2	8	0.7
O=S(=O)(c1ccc(Cl)s1)N1CCCc2cccc(O)c21
  -65	-0.2	-9	-1.6
O=C(c1ccc([N+](=O)[O-])cc1)N1CCC(C(=O)N2CCCCCC2)CC1
  2	0.0	1	0.0
COc1cccc(OC)c1C(=O)Nc1nc2c(s1)C(=O)CC(C)(C)C2
  -7	0.0	10	0.1
CCOC(=O)C1=C(c2ccccc2)NC(=O)NC1c1cc(OC)c(O)cc1Cl (stereo not given)
  2	0.2	1	2.7
CN(CC(=O)NC1CCCCC1)S(=O)(=O)c1ccc2c(c1)CCC(=O)N2
  -1	0.2	10	0.7
CC1CCN(CC(O)COCCOc2ccc(Cl)cc2)CC1 (stereo not given)
  4	0.2	5	-2.1
O=C1CCC(CCC(=O)N2CCc3ccccc3C2)(Cc2ccsc2)N1 (stereo not given)
  0	0.0	-1	-1.4
CCN1C(=O)c2cccc3c(S(=O)(=O)N4CCCC4)ccc1c23
  -3	0.9	-17	1.1
COc1ccc([N+](=O)[O-])cc1N(CC(=O)Nc1ccc(C(F)(F)F)cc1)S(C)(=O)=O
  9	-0.2	9	0.6
COC(=O)c1ccccc1NC(=O)Cc1ccc(F)cc1
  -9	-0.1	-21	1.3
Cn1c(=O)oc2cc(S(=O)(=O)NCCN3CCCCCC3)ccc21
  -14	-0.1	-1	-1.7

# Part of the list above, set out differently:
compound	TEAD-YAP block	FBW7 activator	MITF inh	GPR151 activ
COc1cc2ccccc2cc1C(=O)Nc1nc2c(s1)CN(Cc1ccccc1)CC2	2	0.0	1	0.1
CC(C)n1c(NN)nc2c1c(=O)n(C)c(=O)n2C	2	-0.3	-4	0.1
CCCOc1ccc(C2C(=O)N(C3CCC(C)CC3)CC(=O)N2Cc2ccc3c(c2)OCO3)cc1OC (stereo not given)	2	0.1	5	0.6
CCCCCn1c(SCC(=O)c2ccccc2)nc2cc(C(=O)N3CCN(C(=O)OCC)CC3)ccc2c1=O	-2	0.1	-1	1.1
C=C(C)CSC1=C(C#N)C2(CCCCC2)C(C#N)C(=O)N1 (stereo not given)	10	0.0	12	0.0
Nc1cc(C(=O)OCC(=O)Nc2cccc3ccccc23)ccc1Cl	5	0.2	11	0.6
C=CCN=Cc1c(NCC=C)nc2ccc(C)cn2c1=O	0	0.1	6	2.6

# (continued)
# Value order – TEAD-YAP block	FBW7 activator	MITF inh	GPR151 activ
CCc1ccc(OC(C)c2n[nH]c(=S)n2CC)cc1 (stereo not given)
  -3	-0.3	-1	1.6
Cc1cnc(NC(=O)CSc2ncnc3c(-c4ccc(F)cc4)nsc23)s1
  7	0.0	2	1.5
CC(C)CN1C(=O)c2ccc(C(=O)NN3C(=O)c4ccccc4C3=O)cc2C1=O
  2	-0.1	2	-0.9
Cc1cc(N2CCN(C(=O)c3ccco3)CC2)n2c(nc3ccccc32)c1C#N
  -6	0.1	-4	2.4
Oc1ccccc1C=Nc1ccccc1Cl
  -5	0.1	15	-1.2
COC(=O)CN1C(=O)S/C(=C/C=C/c2ccccc2[N+](=O)[O-])C1=O
  4	0.1	17	-1.5
CC(C)CN1C(=O)c2cccc3c([N+](=O)[O-])ccc(c23)C1=O
  9	0.1	2	0.6
Cc1nnc(SCC(=O)NCc2ccc3c(c2)OCO3)n(N)c1=O
  -5	0.1	-11	-0.8
COc1cccc(/C=N/NC(=O)CCCc2c[nH]c3ccccc23)c1O
  14	0.1	11	2.4
CC(=O)c1cccc(Nc2cc(C)nc3nc(C)nn23)c1
  -1	-0.3	1	-1.1
CCOc1cc(C2C(C(=O)OC3CCCCC3)=C(C)NC3=C2C(=O)CC(c2ccc(Cl)cc2)C3)cc(Br)c1O (stereo not given)
  1	-0.1	-1	-0.2
CC1CCCN(S(=O)(=O)c2ccc(C(=O)Nc3ccccc3C#N)cc2)C1 (stereo not given)
  7	0.1	5	-0.2
Cc1ccc(C(=O)O/C(=C/c2nc3ccccc3n2C)c2ccc(C)cc2)cc1
  -28	-0.2	9	-0.3
CCOc1ccc(/C=C2/C(=O)ON=C2C)cc1Cl
  3	0.2	34	-0.5
COC(=O)c1cc(C)nc2c1C(=O)C(=O)C=C2N1CCOCC1
  41*	-0.1	9	1.4
O=C(NCc1ccccc1)C1CC12CCN(Cc1cc(Cl)ccc1O)CC2 (stereo not given)
  -16	0.0	-6	-0.2
COCc1cc(C)nc2sc(C(=O)Nc3cc(Cl)cc(Cl)c3)c(N)c12
  1	0.0	-9	-0.7
O=C(/N=C1/SCCN1CC(=O)c1ccccc1)Nc1ccccc1
  11	-0.1	0	0.5
O=C(CS(=O)(=O)c1ccccc1)Nc1nc2c(s1)CCC2
  -31	0.1	-98	1.6
COc1cccc(-n2c(O)c(/C=C3\C=C(C)N=C3C)c(=O)[nH]c2=S)c1
  -12	0.1	15	3.4
COC(=O)c1ccc(Cl)c(NC(=O)NC23CC4CC(CC(C4)C2)C3)c1
  4	0.6	9	3.2
CC(C)NC(=O)CSc1ccccc1C(=O)Nc1ccc(-n2cnnn2)cc1
  1	-0.2	-6	-0.1
O=C(CCCNS(=O)(=O)c1ccc2c(c1)CCC(=O)N2)NCc1ccc(F)cc1
  5	0.0	0	-1.4
O=C(c1ccc(F)cc1)N1CCC(O)(c2ccccn2)CC1
  8	0.2	8	1.6
NC(=S)N/N=C/c1c[nH]c2ccccc12
  -3&-30	-0.3&-0.2	-1&2	0.1&-0.6
COc1ccc2oc(=O)c(C(=O)N3CCCC3)cc2c1
  -5	-0.1	-3	-1.0
OCc1ccc(-c2ccc(Br)c(Cl)c2)o1
  -16	-0.2	-2	-0.1
CCOC(=O)c1sc2ncnc(N3CCCC3)c2c1C
  7	0.0	13	-1.4
CC(/C=C1\N=C(c2ccc(C)c([N+](=O)[O-])c2)OC1=O)=C\c1ccccc1
  -8	-0.1	10	-0.3
COc1c2c(c(OC)c3occc13)OC(O)(C(F)(F)C(F)(F)F)CC2=O (stereo not given)
  6	0.0	-12	1.0
CCCc1ccc(/C=C2\C=CC(=O)O2)s1
  5	0.1	23	-1.1
Fc1ccccc1CNc1nc(-c2ccncc2)cs1
  -12	0.0	5	-1.0
Cc1nnnn1-c1nc(-c2ccco2)cc(C(F)(F)F)n1
  -8	0.0	-3	0.4
CS(=O)(=O)CC[C@@H](C(=O)Nc1cccc(F)c1)N1Cc2ccccc2C1=O
  -5	0.2	6	0.0
COC(=O)C1=C(C)N(C)C(=S)NC1c1ccc(OCc2ccccc2)cc1 (stereo not given)
  5	-0.2	17	0.8
Cc1ccc(CN(CC2CCCO2)C(=O)CN2C(=O)C(C(C)C)Oc3ccccc32)o1 (stereo not given)
  -5	-0.2	-2	0.7
C/C(=N\NC(=O)c1ccccc1O)c1ccc(F)cc1
  -34	0.1	13	0.2
O=C(Nc1ccccc1)N(Cc1cccc(F)c1)C1CCS(=O)(=O)C1 (stereo not given)
  1	-0.1	1	-0.4
O=C(NCc1nc(-c2ccncc2)n[nH]1)c1ccco1
  -4	0.1	4	0.0
Cc1cc(C)c(C(=O)NCC2Cc3cccc(-c4cccnc4)c3O2)[nH]1 (stereo not given)
  -1	0.0	-10	-1.5
CCC(c1ccccc1)c1nnc(NC(=O)OC)s1 (stereo not given)
  10	-0.2	-6	1.0
COC(=O)c1c(NC(=O)c2ccco2)sc2c1C(C(=O)OC)CC2 (stereo not given)
  -3	0.5	0	-0.7
COc1ccc(C2Nc3ccccc3C(=O)N2c2ccc(C)cc2)cc1OC (stereo not given)
  -44	0.1	18	1.0
CC1CCCC(Nc2cnn(C34CC5CC(CC(CC(=O)O)(C5)C3)C4)c(=O)c2Cl)C1C (stereo not given)
  -1	-0.1	17	-1.4
CCCSc1nnc(NC(=O)c2ccccc2C(F)(F)F)s1
  7	0.3	13	-0.8
O=C(CSc1nc2ccc([N+](=O)[O-])cc2s1)NCc1ccccc1
  -3	-0.1	-4	-0.4
COc1ccc(S(=O)(=O)Nc2ccc(F)c(Cl)c2)cc1
  12	0.0	-3	2.4
Cn1cc(C(=O)Nc2ccc(C#N)cc2)c2ccccc2c1=O
  10	-0.1	-2	0.5
COc1ccc(OC)c(NC2=C(Cl)C(=O)N(c3cccc(C)c3)C2=O)c1
  23	-0.1	20	0.8
O=C1C(=O)N(c2nc3ccccc3s2)C(c2ccccc2)/C1=C(\O)c1ccccc1 (stereo not given)
  12	0.0	9	4.9*

# Quoted from the listing:
# GPR151 activ result of COc1ccc(C2Nc3ccccc3C(=O)N2c2ccc(C)cc2)cc1OC (stereo not given) = 1.0
# TEAD-YAP block result of O=C(CSc1nc2ccc([N+](=O)[O-])cc2s1)NCc1ccccc1 = -3

# (list continues)
# Value order – TEAD-YAP block	FBW7 activator	MITF inh	GPR151 activ
O=C(CCCOc1ccc(Cl)cc1Cl)Nc1ccccc1C(F)(F)F
  -13	0.0	0	-1.6
Cc1cc(=O)nc2c3ccccc3n(C(C)C(=O)NCc3ccccc3Cl)n12 (stereo not given)
  2	0.0	4	-1.0
Cc1ccc(C(=O)/C=C\Nc2ccc([N+](=O)[O-])cc2)cc1
  -10	0.2	11	0.9
CCS(=O)(=O)N1CCN(c2ccc([N+](=O)[O-])cc2)CC1
  2	-0.4	-5	-1.7
Cc1ccc(NC(=O)C23CC4CC(CC(C4)C2)C3)c(C)c1
  -1	0.0	-4	0.7
CN(C)CCCN(C(=O)c1ccc2ccccc2c1)c1nc2ccccc2s1
  7	-0.1	9	-0.2
